# IP6K1 inhibitor = inhibitors of human IP6K1; Q92551; AID 1645851; hit rate 0.81% among 140,000; activity change, % (series mostly up to about 58 µM); IP6K1 kinase, ADP-Glo luminescence, 2 h; active compounds read low; in the data active = activity change below about -25%
# Target sequence (Q92551 whole entry, looked up): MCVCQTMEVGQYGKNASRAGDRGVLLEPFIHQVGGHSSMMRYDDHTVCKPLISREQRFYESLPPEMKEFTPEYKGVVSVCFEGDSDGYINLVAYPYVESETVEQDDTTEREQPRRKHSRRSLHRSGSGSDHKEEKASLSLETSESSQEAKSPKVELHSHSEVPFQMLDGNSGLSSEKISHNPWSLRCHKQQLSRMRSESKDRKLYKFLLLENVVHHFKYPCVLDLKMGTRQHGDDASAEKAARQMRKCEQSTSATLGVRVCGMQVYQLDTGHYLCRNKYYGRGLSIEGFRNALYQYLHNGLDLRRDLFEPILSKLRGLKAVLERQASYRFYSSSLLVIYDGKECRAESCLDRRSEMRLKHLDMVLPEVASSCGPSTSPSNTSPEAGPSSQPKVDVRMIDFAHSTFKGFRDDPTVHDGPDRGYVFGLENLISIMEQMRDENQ
#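 ADP-Glo luminescence measures ADP made by human IP6K1 during a 2 h RT reaction with ATP/IP6 (mix at 1.3 mM/130 uM); top library doses 57.5 and 19.1 uM final.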
# NIH3T3 tox = kills NIH 3T3 cells | NIH 3T3 viability, CellTiter-Glo ATP luminescence, 48-72 h | Potency, µM (titrated, usually from 96.7 µM), for inactives: top-dose activity change, negative = cytotoxicity, usual class: inhibitors | hit rate 4.3% among 94,000; note: potency is the fitted concentration of half-maximal effect; nearly all actives have a fitted effect of over 55% in size
#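 NIH 3T3 cells at 400 cells/well received 23 nL of compound by pintool and were incubated 48 or 72 h at 37 °C. Viability was read as ATP-coupled CellTiter-Glo luminescence.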
# SNCA viab count = cell viability loss counter-screen; Potency, µM (top dose mostly 57.1 µM), without a hit: at the top dose activity change, negative = cytotoxicity, usual class: cytotoxic; hit rate 0.12% among 150,000; HEK-293-SNCA-luc viability, GF-AFC fluorescence, 24 h;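 note: potency is the fitted concentration of half-maximal effect; 0% = DMSO-treated cells and -100% = medium-only wells without cells; nearly all actives have a fitted effect of over 30% in size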
#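 HEK-293-SNCA-luc cells (1500/well) plated 24 h, then exposed 24 h to a dilution series; GF-AFC added 30 min at 37C, fluorescence 405/540 nm; normalised to medium-only and DMSO wells, Hill fit.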
# FLuc inh = Photinus pyralis luciferase inhibition; purified P. pyralis luciferase, luminescence, biochemical; Potency, µM (highest dose often 115 µM), for inactives: at the highest dose activity change, negative = inhibition, hits mostly inhibitors; hit rate 2.5% among 76,000; note: potency is the fitted concentration of half-maximal effect; nearly all actives have a fitted effect of over 65% in size
# Target sequence (P08659 whole entry, looked up): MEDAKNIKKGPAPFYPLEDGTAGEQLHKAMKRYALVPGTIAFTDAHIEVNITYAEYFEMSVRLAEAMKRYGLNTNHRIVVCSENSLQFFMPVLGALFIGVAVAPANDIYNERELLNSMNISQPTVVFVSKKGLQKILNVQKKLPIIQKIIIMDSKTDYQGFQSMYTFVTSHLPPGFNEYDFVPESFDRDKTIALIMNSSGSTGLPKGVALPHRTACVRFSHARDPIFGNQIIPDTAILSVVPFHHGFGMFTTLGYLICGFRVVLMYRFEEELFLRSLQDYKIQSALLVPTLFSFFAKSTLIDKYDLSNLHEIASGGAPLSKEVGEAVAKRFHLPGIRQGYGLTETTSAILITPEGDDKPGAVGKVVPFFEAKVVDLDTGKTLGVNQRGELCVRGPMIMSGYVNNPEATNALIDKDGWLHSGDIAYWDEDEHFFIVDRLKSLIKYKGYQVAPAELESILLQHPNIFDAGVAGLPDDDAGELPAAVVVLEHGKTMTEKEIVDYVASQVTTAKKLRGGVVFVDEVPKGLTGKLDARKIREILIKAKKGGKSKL
#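 FLuc 10nM, D-luciferin 10uM, ATP 10uM, Mg acetate 10mM, Tris acetate pH 7.5, Tween/BSA; cpd qHTS; enzyme added last; CCD luminescence.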
# SNCA expr inhib = inhibitors of alpha-synuclein (SNCA) gene expression; Potency, µM (titrated, usually from 57.2 µM), for inactives: top-dose activity change, negative = inhibition, most hits filed as inhibitors; HEK-293 SNCA-luciferase knock-in, luminescence, 24 h; hit rate 0.17% among 140,000;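 note: potency is the fitted concentration of half-maximal effect; plate controls were DMSO cells for no effect and cell-free wells for full effect; nearly all actives have a fitted effect of over 45% in size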
# HEK293 tox = kills HEK 293 cells; HEK 293 viability, ATP luminescence (CellTiter-Glo), 48-72 h; Potency, µM (titrated, usually from 115 µM), for inactives: top-dose activity change, negative = cytotoxicity, most hits filed as inhibitors; hit rate 6.6% among 94,000; note: potency is the fitted concentration of half-maximal effect; nearly all actives have a fitted effect of over 60% in size
#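 CellTiter-Glo luminescence (cellular ATP) was read after 48 or 72 hr of compound exposure at 37 degree Celsius. Cells were HEK 293 plated at 250 cells/well.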
# GPT2 inhibitor = GPT2 alanine aminotransferase inhibition; Q8TD30; Recombinant GPT2, coupled pyruvate oxidase/HRP Amplex Red fluorescence; Potency, µM (doses to about 57.7 µM), without a hit: at the top dose activity change, negative = inhibition, hits mostly inhibitors; hit rate 0.25% among 100,000; AID 1671188; note: potency is the fitted concentration of half-maximal effect; nearly all actives have a fitted effect of over 60% in size; many of its hits are not listed in these tables
#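 Inhibition is scored from Amplex Red fluorescence generated when pyruvate oxidase and HRP act on pyruvate released by GPT2. Reactions contain 10ng/uL enzyme, 250uM a-KG and 2mM L-alanine and run 30 min at room temperature.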
# Numbers without * were called inactive; i = inactive; ? = inconclusive; / = no result given; & = joins results of further samples; [ ] = dose if it differs, or a comment. Unless noted, calls come from the whole dose curve; as a rule, active = well fitted curve in the direction sought with a large enough effect; inconclusive = small, poorly fitted or top-dose-only effect, or another doubt; inactive = no such curve, though single readings can be large; an effect the other way counts as inactive or inconclusive. Unless noted, % is set by controls: 0 for no effect and ±100 for the full control effect. Only part of the results is shown (hit frequency here may not be typical).
# Preview:
SMILES,IP6K1 inhibitor,NIH3T3 tox,SNCA viab count,FLuc inh,SNCA expr inhib,HEK293 tox,GPT2 inhibitor
O=C1CCN(C(=O)Nc2ccccc2)CCCCCCN1,4,-9%,1%,-9%,13%,-1%,?
COCCNc1ncnc2c1cnn2-c1cc(Cl)ccc1C,7,/,4%,/,-26%,/,/
O=C(CSc1nc2c([nH]c3ccccc32)c(=O)n1-c1ccccc1)Nc1ccccc1F,17,/,-3%,/,25%,/,/
O=C1NCCCCCCN(C(=O)NCCc2ccccc2)[C@H]2CCC[C@@H]12,-3,-10%,-6%,-20%,23%,?,i
COCCN1Cc2ccc(NCc3ccccc3)nc2C(C)(C(=O)Nc2ccccc2)C1 (stereo unspecified),5,?,?,2%[172 µM],?,50µM*,-10%[88.5 µM]

# The whole of this part, from the first entry:
SMILES,IP6K1 inhibitor,NIH3T3 tox,SNCA viab count,FLuc inh,SNCA expr inhib,HEK293 tox,GPT2 inhibitor
O=C1CCN(C(=O)Nc2ccccc2)CCCCCCN1,4,-9%,1%,-9%,13%,-1%,?
COCCNc1ncnc2c1cnn2-c1cc(Cl)ccc1C,7,/,4%,/,-26%,/,/
O=C(CSc1nc2c([nH]c3ccccc32)c(=O)n1-c1ccccc1)Nc1ccccc1F,17,/,-3%,/,25%,/,/
O=C1NCCCCCCN(C(=O)NCCc2ccccc2)[C@H]2CCC[C@@H]12,-3,-10%,-6%,-20%,23%,?,i
COCCN1Cc2ccc(NCc3ccccc3)nc2C(C)(C(=O)Nc2ccccc2)C1 (stereo unspecified),5,?,?,2%[172 µM],?,50µM*,-10%[88.5 µM]
Cc1ccc(C)c(Cn2cnc3c(cnn3-c3ccc(F)cc3)c2=O)c1,16,/,4%,/,?,/,/
COc1ccc(CCC(=O)N2CCC(c3n[nH]c(=O)n3-c3ccccc3)CC2)cc1,5,i,12%,-2%,-14%,7%,2%
Cc1ccc(S(=O)(=O)N2CCN(Cc3cc(Br)ccc3O)CC2)cc1,-15,/,12%,/,-16%,/,/
Cn1ccnc1-c1cn(Cc2ccccc2Cn2cccn2)nn1,15,-1%,4%,7%,-3%,3%,i
Cc1ccc(C)c(NS(=O)(=O)c2cc3c(cc2Cl)NC(=O)CO3)c1,-3,/,-3%,/,3%,/,/
CCc1ccc(CN2C(=O)c3ccccc3C2C(=O)NC2CCCCCC2)cc1 (stereo unspecified),-1,/,3%,/,-6%,/,/
COCCN1C(=O)CC[C@]2(C(=O)N3CCSCC3)CCCC[C@@H]12,5,-10%,3%,1%,-26%,-1%,i
Cc1cccc(C(=O)N2CCCC(c3nc(C(C)C)no3)CCNC(=O)CC2)c1 (stereo unspecified),19,-4%,4%,-11%,0%,i,0%
CN(C)CCC(=O)N1Cc2ccccc2CC2(CCCN(CC3CCOCC3)C2)C1 (stereo unspecified),3,-7%,-11%,/,24%,-9%,-10%
OC1CC(c2cc(NCC3(c4ccccc4)CCOCC3)ncn2)C1 (stereo unspecified),-5,-12%,-4%,7%,0%,1%,i
CCCCOc1ccc(-c2nc(C3CC(=O)N(c4ccc(F)cc4)C3)no2)cc1 (stereo unspecified),-8,-16%,-13%,4%,?,-2%,4%
C[C@@H]1O[C@@H](O[C@H]2[C@H](OC(=O)[C@]34CCC(C)(C)C[C@H]3C3=CCC5[C@@]6(C)C[C@H](O)[C@H](O[C@@H]7O[C@H](CO)[C@@H](O)[C@H](O)[C@H]7O)[C@@](C)(CO)C6[C@H](O)C[C@@]5(C)[C@]3(C)CC4)OC[C@H](O)[C@@H]2O)[C@H](O)[C@H](O)[C@H]1O[C@@H]1OC[C@@H](O)[C@H](O[C@@H]2OC[C@](O)(CO)[C@H]2O)[C@H]1O (stereo partly specified),-14,/,-7%[12.5 µM],/,/,/,?
COc1ccc2c(c1)c(=O)c(S(=O)(=O)c1ccc(F)cc1)cn2CC(=O)Nc1ccc(C)cc1C,-8,/,-13%,/,2%,/,/
O=C(Cc1cccc(Cl)c1)NC1CCN(Cc2cccc(-c3cccs3)c2)CC1,-5,11µM*,-5%[12.5 µM],/,-12%,22µM*,-3%
CCOC(=O)C1=C(CN(C)Cc2ccccc2)NC(=O)NC1c1ccc(OC)cc1 (stereo unspecified),-15,/,-26%,/,?,/,/
O=C(O[C@H]1[C@@H]2C=CO[C@@H](O[C@@H]3O[C@H](CO)[C@@H](O)[C@H](O)[C@H]3O)[C@@H]2[C@@]2(CO)O[C@@H]12)c1ccc(O)cc1,-5,/,4%[23.9 µM],/,/,/,i
Cc1cccc(CNC(=O)CN2C(=O)CSc3c2c(C)nn3-c2ccccc2)c1,-6,/,-3%,/,25%,/,/
COc1ccc(CC(=O)NC2CCN(c3nnc4cccc(C)n34)CC2)cc1,18,-27%,-12%,-6%,9%,-14%,5%
CCc1ccc(CNC(=O)c2nn(-c3ccc(C)cc3)c(=O)c3c2c2ccccc2n3C)cc1,-1,/,4%,/,3%,/,/
Cc1ccc(C(=O)N2CCC(C(=O)N3CCC(N4CCOCC4=O)CC3)CC2)cc1,9,-15%,0%,/,7%,i,i

# (further entries)
SMILES,IP6K1 inhibitor,NIH3T3 tox,SNCA viab count,FLuc inh,SNCA expr inhib,HEK293 tox,GPT2 inhibitor
FC(F)(F)c1cccc(-c2nnn3c2nc(NC2CCCCC2)c2ccccc23)c1,27,/,21%,/,29%,/,/
COc1cccc(CNC(=O)C2(c3ccc(NS(C)(=O)=O)cc3)CCCCC2)c1,15,?,-12%,5%,-22%,?,-10%
Cc1ccc(NS(=O)(=O)c2ccc3c(c2)NC(=O)CCS3)c(Br)c1,-2,/,-2%,/,15%,/,/
COc1ccccc1-c1cccc(CN2CCCC(C(=O)NCc3cccc(Cl)c3)C2)c1 (stereo unspecified),7,32µM*,?,/,-29%,14µM*,i
Cn1ncc2c(C(=O)NCc3ccc(F)cc3)cc(-c3cccnc3)nc21,15,?,-9%,/,-21%,?,4%
Cn1c(=O)n([C@H]2CCCN(C(=O)CN3CCCCCC3)C2)c2ncccc21,8,-12%,2%,-1%,-4%,-21%,i
O=C(Cc1ccsc1)N1CCC2(CC1)CC(OCC1CC1)CCO2 (stereo unspecified),-16,2%,7%[12.5 µM],-6%,-21%,8%,1%
O=C(c1cncc(Br)c1)N1CCC(CCOc2ccccc2F)C1 (stereo unspecified),3,?,9%,-4%,-2%,40µM*,-17%
O=C(c1cccnc1)N1CCC2(CCCN(C3CCOCC3)C2=O)C1 (stereo unspecified),12,5%,-1%,-2%,0%,2%,1%
CC[C@H]1CN(S(=O)(=O)c2ccccc2)CC[C@H]1CC(=O)N1CCOCC1,4,?,1%[87.6 µM],1%[172 µM],1%[87.6 µM],-17%[172 µM],i
O=C(NC1CC1)c1ccc2nnc(Cc3ccco3)n2c1,3&-3,-13%&-11%[138 µM],1%&-2%[87.6 µM],/,12%&8%[87.6 µM],i,i
Cc1ccc(-n2ncc3c(N(CC(C)C)CC(C)C)ncnc32)c(C)c1,-3,/,0%,/,4%,/,/
Cc1ccc2c(c1C)NC(=O)CC2c1ccc(Cl)cc1Cl (stereo unspecified),-6,/,7%,/,-6%,/,/
CSc1ncc(C(=O)NCc2ccccc2F)c(-c2ccccc2)n1,0,/,-2%,/,-6%,/,/
CCCCc1ccc(NC(=O)N2CCCC2c2nncn2C2CCCC2)cc1 (stereo unspecified),-8,?,1%,-7%,15%,-10%,0%
CCOc1ccc(CNC(=O)C2CCCN(c3nn4cc(-c5ccc(OC)cc5)nc4s3)C2)cc1 (stereo unspecified),-37*,/,-9%,/,80%[activator],/,/
Cc1nc(-c2c3n(c(=O)n(CC(=O)NCc4ccc(F)cc4)c2=O)CCCC3)no1,9,?,2%,-3%,2%,?,i
O=C(CSc1nc(=O)[nH]c2c1CCC2)NCc1ccc(F)cc1,11,/,8%,/,-13%,/,/
CNC(=O)c1cc(C2CC2)nc2c1c(C1CCCN(C(=O)c3cccc(Cl)c3)C1)nn2C (stereo unspecified),0,-22%,/,/,/,?,/
O=S(=O)(Cc1ccccc1)N1CCC(F)(c2nc(-c3ccncc3)no2)CC1,5,?,?,/,21%,?,i
COc1cc(C(=O)Nc2ccc(-c3nc4ccccc4o3)c(O)c2)cc(OC)c1OC,2,/,-7%,/,14%,/,/
CCn1ccc(C(=O)N2C[C@@H]3CCCN4CCC[C@@H]([C@H]34)[C@H]2CCCC(=O)Nc2ccccc2)n1,-8,2%,-2%,0%,-2%,0%,i
O=C1COCC2(CN(c3ccc(C(F)(F)F)cn3)C2)CN1c1cccnc1,6,?,1%[87.6 µM],-8%[172 µM],-29%[87.6 µM],?,-32%[88.5 µM]
O=C(CCCN1CCC(O)(c2ccc(Cl)cc2)CC1)c1ccc(F)cc1,-13,/,11%,/,-9%,/,-3%&5%&-8%
CCc1nn(CC(=O)NC(C)CC)c(=O)c2cc3c(OC)cccc3n12 (stereo unspecified),-20,/,-14%,/,1%,/,/

# (more compounds)
SMILES,IP6K1 inhibitor,NIH3T3 tox,SNCA viab count,FLuc inh,SNCA expr inhib,HEK293 tox,GPT2 inhibitor
COc1cc(NS(=O)(=O)c2ccc(NC(=O)c3ccc(OC)c(Br)c3)cc2)nc(OC)n1,-3,/,10%,/,-13%,/,/
Cc1cnc(CN2CC(C)(Cc3ccc4c(c3)OCO4)CCC2=O)cn1 (stereo unspecified),-7,-18%,1%,-3%,-5%,?,i
COc1ccc(Oc2nc3c(c(=O)n(Cc4ccc(Br)cc4)c(=O)n3C)n2C)cc1,19,/,12%,/,-3%,/,/
CCCS(=O)(=O)N1C[C@@H](Oc2cccnc2)C[C@@H]1C(=O)N1CCOCC1,20,5%,5%,0%,5%,i,i
CCCOc1ccc(CN2CCC(C3CCN(C(C)=O)CC3)C2)cc1 (stereo unspecified),-2,-13%,-15%[12.5 µM],0%,16%,?,-1%
Cn1cnc(S(=O)(=O)N2CC(N(Cc3ccccc3)C3CCOCC3)C2)c1,-10,-12%,2%,3%,-10%,1%,i
CC(=O)Nc1ccc(CN2C[C@H](O)C[C@H]2c2nc(C(C)C)no2)cc1,-11,-14%[138 µM],2%[87.6 µM],-5%[172 µM],17%[87.6 µM],-33%[172 µM],-19%[88.5 µM]
O=C(NCc1ccccn1)c1nc2sccn2c1-c1ccc(F)cc1,-8,?,-9%,/,-8%,-22%,i
Cc1ccc2oc(C(=O)Nc3ccc(S(=O)(=O)Nc4nc(C)cc(C)n4)cc3)cc(=O)c2c1,-24,/,1%,/,?,/,/
COc1cccc(N2C(=O)NC(=NC3CCCC3)C23CCN(CCC(C)C)C3)c1 (stereo unspecified),4,?,-8%,/,-7%,?,-6%
CCN(CC)C(=O)[C@@H]1[C@H](c2cc(OC)c(OC)c(OC)c2)c2cc3c(cc2[C@H](O)[C@H]1CO)OCO3,-3,?,-9%,11%,2%,?,3%
Cc1c(Cl)cccc1NC(=O)C1CCCN(C(=O)c2cnn(-c3ccccc3)c2-n2cccc2)C1 (stereo unspecified),-11,/,?,/,?,/,/

# Screens as filed in PubChem.
